NSD2 inh: blocks human NSD2 histone methyltransferase activity. O96028. NSD2-SET H3K36me1 DELFIA fluorescence, biochemical. inhibition, % at 12.5 µM. hit rate 0.07% among 44,000. AID 624260; in the data active = inhibition above about 54%, passing the limit was not always enough;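 note: inhibitors reduce the monomethyl H3K36 fluorescence signal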
Target sequence (O96028 whole entry, looked up): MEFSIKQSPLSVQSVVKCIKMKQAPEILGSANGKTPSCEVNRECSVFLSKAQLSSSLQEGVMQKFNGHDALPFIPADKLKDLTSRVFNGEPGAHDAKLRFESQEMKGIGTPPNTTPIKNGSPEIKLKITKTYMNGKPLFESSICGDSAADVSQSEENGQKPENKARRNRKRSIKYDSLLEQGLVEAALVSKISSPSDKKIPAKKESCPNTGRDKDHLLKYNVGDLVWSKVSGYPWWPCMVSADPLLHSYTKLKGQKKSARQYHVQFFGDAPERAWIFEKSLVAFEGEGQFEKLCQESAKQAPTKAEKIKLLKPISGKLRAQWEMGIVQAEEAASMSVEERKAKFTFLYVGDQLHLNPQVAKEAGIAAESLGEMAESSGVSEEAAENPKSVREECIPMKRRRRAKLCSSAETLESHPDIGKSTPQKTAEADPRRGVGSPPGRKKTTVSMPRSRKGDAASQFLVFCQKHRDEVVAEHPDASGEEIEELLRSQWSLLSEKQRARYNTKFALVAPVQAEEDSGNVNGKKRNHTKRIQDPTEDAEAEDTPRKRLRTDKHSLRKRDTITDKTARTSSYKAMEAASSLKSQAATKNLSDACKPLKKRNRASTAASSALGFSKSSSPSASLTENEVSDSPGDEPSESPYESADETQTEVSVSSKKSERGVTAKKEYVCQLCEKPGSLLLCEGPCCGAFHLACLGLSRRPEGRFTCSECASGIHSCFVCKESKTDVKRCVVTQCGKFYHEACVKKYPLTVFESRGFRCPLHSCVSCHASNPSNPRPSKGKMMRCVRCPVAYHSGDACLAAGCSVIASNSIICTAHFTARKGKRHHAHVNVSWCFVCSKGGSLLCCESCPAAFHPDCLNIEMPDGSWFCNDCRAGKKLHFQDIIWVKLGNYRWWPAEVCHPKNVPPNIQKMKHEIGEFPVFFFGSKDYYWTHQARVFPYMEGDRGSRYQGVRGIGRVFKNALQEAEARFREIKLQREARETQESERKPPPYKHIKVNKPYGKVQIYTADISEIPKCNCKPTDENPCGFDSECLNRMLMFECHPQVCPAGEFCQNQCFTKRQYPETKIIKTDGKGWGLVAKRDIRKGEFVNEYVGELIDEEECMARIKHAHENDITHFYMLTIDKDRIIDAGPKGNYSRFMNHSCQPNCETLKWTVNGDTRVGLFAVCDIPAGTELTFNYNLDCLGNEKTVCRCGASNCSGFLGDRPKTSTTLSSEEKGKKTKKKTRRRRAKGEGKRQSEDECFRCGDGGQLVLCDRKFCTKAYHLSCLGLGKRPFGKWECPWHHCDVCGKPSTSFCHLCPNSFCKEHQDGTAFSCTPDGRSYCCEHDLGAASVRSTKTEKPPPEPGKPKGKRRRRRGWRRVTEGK
The depositor's hits bear a star. This is a subset; count on the stated rates, not on these rows.

NSD2 inh | Structure
1 | C=CCOC(=O)[C@@H]1[C@H]2C(=O)O[C@H](c3ccccc3)[C@H](c3ccccc3)N2[C@H](c2ccc(OCCOC(=O)[C@@H]3C[C@@H]4C(=O)N5CCC[C@H]5C(=O)N4[C@@H]3c3ccc(O)cc3)cc2)[C@@]12C(=O)Nc1ccc(I)cc12
-2 | O=C1CSC(c2ccccc2)N1c1ccccc1 (stereo not drawn)
1 | O=C1O[C@H](c2ccccc2)[C@H](c2ccccc2)N2[C@H]1[C@@H](C(=O)N1CCCCCCC1)[C@]1(C(=O)Nc3ccccc31)[C@H]2c1ccc(O)cc1
3 | C[C@H]1CN([C@@H](C)CO)C(=O)c2cc(NS(=O)(=O)c3cccs3)ccc2O[C@@H]1CN(C)S(=O)(=O)c1ccccc1
5 | CC(=O)Nc1ccc(C(=O)CSc2ncn[nH]2)cc1
4 | C[C@@H]1CN([C@H](C)CO)C(=O)c2cc(NC(=O)Cc3cn(C)c4ccccc34)ccc2O[C@H]1CN(C)C(=O)NC1CCCCC1
-2 | C[C@@H]1CN([C@H](C)CO)C(=O)c2cc(NC(=O)CCC(F)(F)F)ccc2O[C@@H]1CN(C)C(=O)Nc1ccccc1
2 | C[C@@H]1CCCCO[C@@H](CN(C)C(=O)CCCN(C)C)[C@@H](C)CN([C@@H](C)CO)C(=O)c2cc(N(C)C)ccc2O1
0 | C#CCNC(=O)C1=C[C@@H](c2ccccc2)C[C@@H](OCc2ccc(CO)cc2)O1
-7 | CNC[C@H]1Oc2ccc(NC(=O)Nc3ccc4c(c3)OCO4)cc2CC(=O)N([C@@H](C)CO)C[C@@H]1C
4 | COc1ccc(-c2cnc3c(c2)C(=O)N([C@@H](C)CO)C[C@H](C)[C@H](CN(C)C(=O)Cc2ccccn2)O3)cc1
4 | CCS(=O)(=O)N(C)C[C@H]1OCc2ccccc2-c2c(n(C)c3ccccc23)C(=O)N([C@H](C)CO)C[C@H]1C
4 | CNC[C@@H]1Oc2c(NC(=O)C3CC3)cccc2C(=O)N([C@@H](C)CO)C[C@@H]1C
-1 | C[C@@H]1CN([C@H](C)CO)C(=O)Cc2cc(NS(=O)(=O)c3ccccc3)ccc2O[C@@H]1CN(C)Cc1ccc(C(=O)O)cc1
4 | Cc1noc(C)c1NC(=O)Nc1ccc2c(c1)C(=O)N([C@H](C)CO)C[C@H](C)[C@@H](CN(C)Cc1ccc3c(c1)OCO3)OCCCC[C@@H](C)O2
0 | Cc1ccc2oc(-c3ccccc3)c(CN3CCOCC3)c(=O)c2c1
0 | C[C@@H]1CN([C@@H](C)CO)C(=O)c2cc(NC(=O)c3ccncc3)ccc2O[C@@H](C)CCCCO[C@@H]1CN(C)S(=O)(=O)c1ccc(F)cc1
-5 | COc1cccc(NC(=O)N(C)C[C@@H]2Oc3cc(C#Cc4ccccc4)ccc3S(=O)(=O)N([C@H](C)CO)C[C@H]2C)c1
-4 | C[C@H]1CN([C@@H](C)CO)C(=O)c2cc(C#Cc3ccccn3)cnc2O[C@@H]1CN(C)C(=O)c1cnccn1
-1 | C[C@H]1CN([C@@H](C)CO)C(=O)Cc2cc(NC(=O)C3CC3)ccc2O[C@H]1CN(C)Cc1ccccc1

Sorted by length of the SMILES (low to high): eleven of the compounds above.
NSD2 inh | Structure
-2 | O=C1CSC(c2ccccc2)N1c1ccccc1 (stereo not drawn)
5 | CC(=O)Nc1ccc(C(=O)CSc2ncn[nH]2)cc1
0 | Cc1ccc2oc(-c3ccccc3)c(CN3CCOCC3)c(=O)c2c1
0 | C#CCNC(=O)C1=C[C@@H](c2ccccc2)C[C@@H](OCc2ccc(CO)cc2)O1
-4 | C[C@H]1CN([C@@H](C)CO)C(=O)c2cc(C#Cc3ccccn3)cnc2O[C@@H]1CN(C)C(=O)c1cnccn1
4 | CCS(=O)(=O)N(C)C[C@H]1OCc2ccccc2-c2c(n(C)c3ccccc23)C(=O)N([C@H](C)CO)C[C@H]1C
-2 | C[C@@H]1CN([C@H](C)CO)C(=O)c2cc(NC(=O)CCC(F)(F)F)ccc2O[C@@H]1CN(C)C(=O)Nc1ccccc1
3 | C[C@H]1CN([C@@H](C)CO)C(=O)c2cc(NS(=O)(=O)c3cccs3)ccc2O[C@@H]1CN(C)S(=O)(=O)c1ccccc1
2 | C[C@@H]1CCCCO[C@@H](CN(C)C(=O)CCCN(C)C)[C@@H](C)CN([C@@H](C)CO)C(=O)c2cc(N(C)C)ccc2O1
4 | C[C@@H]1CN([C@H](C)CO)C(=O)c2cc(NC(=O)Cc3cn(C)c4ccccc34)ccc2O[C@H]1CN(C)C(=O)NC1CCCCC1
0 | C[C@@H]1CN([C@@H](C)CO)C(=O)c2cc(NC(=O)c3ccncc3)ccc2O[C@@H](C)CCCCO[C@@H]1CN(C)S(=O)(=O)c1ccc(F)cc1

(continued)
NSD2 inh | Structure
0 | COc1ccc(S(=O)(=O)N(C)C[C@@H]2Oc3ccc(NC(=O)C4CCCCC4)cc3CC(=O)N([C@@H](C)CO)C[C@@H]2C)cc1
-3 | COc1ccc(NC(=O)N(C)C[C@H]2Oc3ccc(NC(=O)CCCCCC(=O)Nc4ccccc4N)cc3C(=O)N([C@H](C)CO)C[C@H]2C)cc1
-8 | COc1ccccc1CNC(=O)C[C@@H]1C[C@@H]2c3cc(NC(=O)Nc4ccccc4F)ccc3O[C@@H]2[C@@H](CO)O1
15 | C[C@@H]1CN([C@H](C)CO)C(=O)CCCn2cc(nn2)CO[C@@H]1CN(C)Cc1ccc2c(c1)OCCO2
3 | CCCN(C)C[C@@H]1OCCCC[C@H](C)Oc2ccc(NC(=O)c3ccccc3)cc2C(=O)N([C@@H](C)CO)C[C@@H]1C
5 | COC(=O)C[C@@H]1C=C[C@@H](NC(=O)c2ccccc2)[C@@H](CO)O1
2 | COc1ccc(S(=O)(=O)N(C)C[C@@H]2OCCCC[C@@H](C)Oc3ccc(NS(C)(=O)=O)cc3C(=O)N([C@H](C)CO)C[C@@H]2C)cc1
0 | COc1cc2c(cc1O)C(C1CC1)N(C)CC2 (stereo not drawn)
-1 | C[C@@H]1CN([C@H](C)CO)C(=O)Cc2cc(NC(=O)CCN3CCOCC3)ccc2O[C@H]1CN(C)C(=O)Nc1ccc(C(F)(F)F)cc1
-7 | O=c1n(-c2ccccc2)c(=O)n2n1CC(COc1ccccc1)=C1[C@@H](CCc3ccccc3)OB(O)C[C@@H]12
4 | CO[C@@H](CN(C)S(=O)(=O)c1ccc(C)cc1)[C@H](C)CN(Cc1ccccc1Cl)[C@H](C)CO
-4 | Cc1noc(C)c1S(=O)(=O)Nc1ccc2c(c1)C(=O)N([C@@H](C)CO)C[C@@H](C)[C@H](CN(C)C(=O)Nc1ccccc1)OCCCC[C@@H](C)O2
5 | C[C@@H]1CN([C@H](C)CO)C(=O)Cc2cc(NC(=O)Nc3ccccc3)ccc2O[C@H]1CN(C)C(=O)Nc1ccc2c(c1)OCO2
-1 | C[C@H]1CN([C@@H](C)CO)C(=O)c2cc(-c3cccc(C#N)c3)cnc2O[C@@H]1CN(C)Cc1cncnc1
-1 | C[C@@H]1CCCCO[C@@H](CN(C)S(=O)(=O)c2ccccc2)[C@@H](C)CN([C@H](C)CO)C(=O)c2cc(NC(=O)Nc3ccccc3)ccc2O1
0 | O=C(CC1CC1)Nc1ccc2c(c1)[C@@H]1C[C@H](CC(=O)N3CCCCC3)O[C@H](CO)[C@@H]1O2
4 | C[C@@H]1CN([C@@H](C)CO)C(=O)c2cc(NS(=O)(=O)c3cn(C)cn3)ccc2O[C@@H](C)CCCCO[C@@H]1CN(C)C(=O)c1ccccc1
2 | C[C@@H]1CN([C@@H](C)CO)C(=O)c2cc(C3=CCCCC3)cnc2O[C@H]1CN(C)C(=O)Nc1ccccc1
2 | O=C(Cc1ccccc1)N[C@@H]1C=C[C@H](CC(=O)N2CCOCC2)O[C@@H]1CO
-5 | COCC#Cc1cnc2c(c1)C(=O)N([C@@H](C)CO)C[C@H](C)[C@H](CN(C)C(=O)Nc1c(C)noc1C)O2

The results go on.
NSD2 inh | Structure
-1 | C[C@@H]1CCCCO[C@@H](CN(C)CC2CC2)[C@@H](C)CN([C@@H](C)CO)C(=O)c2cc(NS(=O)(=O)c3cccs3)ccc2O1
-9 | Cc1noc(C)c1NC(=O)Nc1ccc2c(c1)C(=O)N([C@@H](C)CO)C[C@H](C)[C@@H](CN(C)Cc1ccc(-c3ccccc3)cc1)O2
-3 | C[C@@H]1CN([C@@H](C)CO)C(=O)Cc2cc(NC(=O)Nc3ccc4c(c3)OCO4)ccc2O[C@@H]1CN(C)S(=O)(=O)c1cn(C)cn1
-4 | CC(C)CC#Cc1ccc2c(c1)O[C@H](CN(C)S(=O)(=O)c1ccc(F)cc1)[C@@H](C)CN([C@H](C)CO)S2(=O)=O
1 | C[C@H](CO)N1C[C@H](C)[C@@H](CN(C)CC2CCCCC2)OCCCC[C@H](C)Oc2ccc(NC(=O)CCCCCC(=O)Nc3ccccc3N)cc2C1=O
-8 | CC(C)(O)C1=CCC23COC(C2)C(O)(C(=O)O)CCC13 (stereo not drawn)
-6 | O=C(O)c1cc(Oc2ccc([N+](=O)[O-])cc2)cc(Oc2ccc([N+](=O)[O-])cc2)c1
3 | Cc1noc(C)c1S(=O)(=O)Nc1cccc2c1O[C@@H](CN(C)S(=O)(=O)c1cn(C)cn1)[C@@H](C)CN([C@H](C)CO)C2=O
-6 | CC(C)NC(=O)Nc1ccc2c(c1)C(=O)N([C@H](C)CO)C[C@H](C)[C@@H](CN(C)S(=O)(=O)c1ccc(Cl)cc1)OCCCC[C@@H](C)O2
7 | Cc1ccc(-c2ccc3c(c2)O[C@H](CN(C)Cc2ccccn2)[C@H](C)CN([C@@H](C)CO)S3(=O)=O)cc1
2 | C[C@H]1CCCCO[C@@H](CN(C)S(=O)(=O)c2cccs2)[C@@H](C)CN([C@@H](C)CO)C(=O)c2cc(NS(=O)(=O)c3ccc(Cl)cc3)ccc2O1
6 | COc1cccc(-c2cnc3c(c2)C(=O)N([C@@H](C)CO)C[C@@H](C)[C@@H](CN(C)Cc2cccnc2)O3)c1
5 | COCC#Cc1cnc2c(c1)C(=O)N([C@@H](C)CO)C[C@H](C)[C@H](CN(C)C(=O)c1ccc(F)cc1)O2
-1 | COc1ccc(C(=O)Nc2ccc(Oc3ncnc4cc(Cl)ccc34)nc2)cc1
4 | C[C@@H]1CN([C@@H](C)CO)C(=O)c2cccc(NC(=O)c3nc4ccccc4s3)c2O[C@H]1CN(C)S(=O)(=O)c1cccs1
0 | C[C@H](CO)N1C[C@H](C)[C@H](CN(C)C(=O)c2ccccn2)Oc2cc(C#Cc3ccccc3)ccc2S1(=O)=O
-2 | C[C@@H]1CN([C@H](C)CO)C(=O)c2cc(N(C)C)ccc2O[C@@H](C)CCCCO[C@@H]1CN(C)Cc1ccccc1
-5 | O=C(OCC1OC(Oc2ccc(O)cc2COC(=O)C2(O)C(O)CCC(=O)C2O)C(O)C(O)C1O)c1ccccc1 (stereo not drawn)
0 | C[C@@H]1CN([C@@H](C)CO)C(=O)c2cc(NS(=O)(=O)c3ccc(F)cc3)ccc2O[C@@H](C)CCCCO[C@@H]1CN(C)S(=O)(=O)c1cccs1
3 | C[C@@H]1CN([C@@H](C)CO)C(=O)CCCn2nncc2CO[C@@H]1CN(C)C(=O)Nc1ccc(C(F)(F)F)cc1

(listing goes on)
NSD2 inh | Structure
9 | Cc1noc(C)c1S(=O)(=O)N(C)C[C@H]1Oc2ccc(NS(=O)(=O)c3ccc(F)cc3)cc2CC(=O)N([C@H](C)CO)C[C@H]1C
1 | C[C@H]1CN([C@@H](C)CO)C(=O)c2cc(NC(=O)C3CC3)ccc2O[C@H]1CN(C)S(C)(=O)=O
2 | COCC#Cc1cnc2c(c1)C(=O)N([C@H](C)CO)C[C@@H](C)[C@@H](CN(C)C(=O)c1cccnc1)O2
6 | COc1ccc(C#Cc2cnc3c(c2)C(=O)N([C@@H](C)CO)C[C@H](C)[C@@H](CN(C)C(=O)CC2CC2)O3)cc1
-9 | COc1ccc(S(=O)(=O)Nc2ccc3c(c2)CC(=O)N([C@@H](C)CO)C[C@@H](C)[C@H](CN(C)Cc2ccc(Cl)c(Cl)c2)O3)cc1
-3 | C[C@@H]1CN([C@@H](C)CO)C(=O)c2cc(C#CCc3ccccc3)cnc2O[C@@H]1CN(C)Cc1ccc(C(=O)O)cc1
0 | O=C(O)C[C@H]1CC[C@H](NC(=O)c2ccccc2F)[C@H](CO)O1
20 | Cc1ccc(Sc2cncc3sc(C(N)=O)cc23)cc1
0 | C[C@@H]1CN([C@H](C)CO)C(=O)c2cccc(NC(=O)C3CCCCC3)c2O[C@@H]1CN(C)Cc1ccc(Oc2ccccc2)cc1
11 | O=C(N[C@@H]1C=C[C@H](CC(=O)N2CCC(Cc3ccccc3)CC2)O[C@H]1CO)c1cnccn1
-1 | [N-]=[N+]=NCc1ccccc1C[C@@]1(C(=O)NCCN2CCOCC2)N=C(c2ccc(OCCCO)cc2)O[C@@H]1c1ccccc1
8 | C[C@@H]1CN([C@H](C)CO)C(=O)c2cc(C#CCN(C)C)cnc2O[C@@H]1CN(C)Cc1ccc(C(=O)O)cc1
-1 | COCC(=O)N(C)C[C@H]1Oc2cc(C#Cc3cccnc3)ccc2S(=O)(=O)N([C@@H](C)CO)C[C@@H]1C
-10 | COc1ccc(NC(=O)Nc2ccc3c(c2)C(=O)N([C@H](C)CO)C[C@@H](C)[C@@H](CN(C)C(=O)Nc2ccc4c(c2)OCO4)O3)cc1
-7 | COc1ccc(NC(=O)Nc2cccc3c2O[C@H](CN(C)C(=O)Nc2ccc(C(F)(F)F)cc2)[C@@H](C)CN([C@H](C)CO)C3=O)cc1
-5 | C[C@@H]1CCCCO[C@@H](CN(C)C(=O)Nc2ccccc2)[C@@H](C)CN([C@H](C)CO)C(=O)c2cc(N(C)C)ccc2O1
-5 | Cc1noc(C)c1S(=O)(=O)Nc1ccc2c(c1)C(=O)N([C@H](C)CO)C[C@H](C)[C@@H](CN(C)C(=O)c1ccncc1)OCCCC[C@H](C)O2
-3 | C[C@H](CO)N1C[C@H](C)[C@H](CN(C)Cc2cccc(C(F)(F)F)c2)Oc2ncc(-c3ccc(F)cc3)cc2C1=O
6 | CN(C)CCCNC(=O)C[C@@H]1CC[C@@H](NC(=O)Cc2cccnc2)[C@@H](CO)O1

High-throughput results (PubChem)
